Compound activity from PubChem BioAssay.
EPAC2 antag – blocks human EPAC2 exchange factor | Potency, µM (highest dose often 114 µM), for inactives: top-dose activity, negative = inhibition, most hits filed as inhibitors | EPAC2 GEF exchange of Rap1B-BODIPY-GDP, fluorescence | AID 720708 | 360,000 tested, 0.18% active; note: % is set by controls: 0 for no effect and ±100 for the full control effect; nearly all actives have a fitted effect of over 45% in size; many of its hits are not listed in these tables
Target sequence (Q8WZA2 whole entry, looked up): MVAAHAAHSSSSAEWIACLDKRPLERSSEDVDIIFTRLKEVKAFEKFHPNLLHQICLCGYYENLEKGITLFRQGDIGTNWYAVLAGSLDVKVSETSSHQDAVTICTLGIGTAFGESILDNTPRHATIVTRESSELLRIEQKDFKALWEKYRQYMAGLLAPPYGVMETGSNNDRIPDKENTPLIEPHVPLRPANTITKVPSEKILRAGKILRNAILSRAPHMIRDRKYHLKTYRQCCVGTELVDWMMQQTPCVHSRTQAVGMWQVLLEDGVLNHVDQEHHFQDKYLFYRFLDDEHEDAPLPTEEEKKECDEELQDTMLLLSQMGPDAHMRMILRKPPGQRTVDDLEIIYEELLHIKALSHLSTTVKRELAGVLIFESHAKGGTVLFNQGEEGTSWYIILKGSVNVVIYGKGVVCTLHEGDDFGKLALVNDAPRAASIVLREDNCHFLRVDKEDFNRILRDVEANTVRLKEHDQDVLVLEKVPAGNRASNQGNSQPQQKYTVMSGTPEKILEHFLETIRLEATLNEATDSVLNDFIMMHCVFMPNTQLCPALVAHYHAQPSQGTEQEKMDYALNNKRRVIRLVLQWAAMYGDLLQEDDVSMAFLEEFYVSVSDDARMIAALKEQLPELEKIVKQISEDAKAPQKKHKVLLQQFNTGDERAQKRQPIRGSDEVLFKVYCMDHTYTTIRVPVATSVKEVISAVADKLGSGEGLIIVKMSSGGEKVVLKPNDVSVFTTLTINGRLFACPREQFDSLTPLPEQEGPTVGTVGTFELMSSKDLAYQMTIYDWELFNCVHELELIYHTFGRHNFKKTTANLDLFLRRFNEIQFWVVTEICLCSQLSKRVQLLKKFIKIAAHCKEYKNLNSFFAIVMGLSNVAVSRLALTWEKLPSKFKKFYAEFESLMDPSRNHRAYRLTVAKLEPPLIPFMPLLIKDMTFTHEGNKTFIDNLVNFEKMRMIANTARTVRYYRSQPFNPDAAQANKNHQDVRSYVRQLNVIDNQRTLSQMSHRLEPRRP
MCF10A rerep – DNA re-replication induction in MCF 10a cells | Potency, µM (top dose mostly 46.1 µM), without a hit: at the highest dose activity, positive = re-replication, most hits filed as activators | 350,000 tested, 2.9% active | MCF 10A DNA re-replication, Hoechst nuclear intensity, 48 h; note: % of control where 0% means no effect; nearly all actives have a fitted effect of over 50% in size
Nrf2 ARE act – activates Nrf2 signaling | AREc32 ARE-luciferase reporter (MCF7-derived line), luminescence, 24 h | Potency, µM (titrated, usually from 46.1 µM), without a hit: at the top dose activation, most hits filed as activators | 410,000 tested, 0.31% active; note: % of control where 0% means no effect; nearly all actives have a fitted effect of over 65% in size
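Nrf2 activation is followed as ARE-luciferase induction in the AREc32 line after one day of compound treatment; luminescence is read with Steady-Glo.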
TGFb inhibitor – TGF-b pathway inhibition. 410,000 tested, 1.2% active. Potency, µM (titrated, usually from 46.1 µM), inactives show at the highest dose activity, negative = inhibition, hits mostly inhibitors. HepG2 CAGA-GFP TGF-b/SMAD3 reporter, GFP fluorescence, 18 h; TGF-beta stimulated, 500 pg/mL final. AID 588855; note: % is set by controls: 0 for no effect and ±100 for the full control effect; nearly all actives have a fitted effect of over 65% in size
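Smad-responsive CAGA-GFP expression was quantified in HEPG2 cells exposed to compounds and 500 pg/mL final TGF-beta for 18 h at 37 degrees C; unstimulated wells defined full inhibition.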
HepG2 viability – HepG2 cytotoxicity, counter-screen for TGF-b inhibitors; HepG2 CAGA-GFP viability, ATP luminescence, 18 h; Potency, µM (doses to about 46.1 µM), for inactives: top-dose activity change, negative = cytotoxicity, usual class: cytotoxic; 410,000 tested, 0.76% active; AID 588856; note: some results filed as inactive show a strong effect at the top dose
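HepG2 CAGA-GFP cells (1000/well, DMEM with 1% FBS) received compound, then TGF-beta at 500 pg/mL final, and were incubated 18 hours at 37 degrees C. Viability was read by CellTiter-Glo luminescence. Media-only wells were set as complete cell-killing and DMSO as no toxicity.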
S2 tox – reduces viability in counter-screen for ATXN expression inhibitors; S2 cells (HEK-293 line with an ATXN2-luciferase reporter) viability, CellTiter-Fluor protease fluorescence, 24 h; Potency, µM (top dose mostly 56.7 µM), most hits filed as cytotoxic; 400,000 tested, 0.49% active; note: nearly all actives have a fitted effect of over 40% in size
ATXN2 expr inh – reduces ATXN2 reporter expression in HEK-293 cells. 360,000 tested, 0.72% active. AID 1745845. HEK-293 ATXN2-luciferase reporter, luminescence, 24 h. Potency, µM (doses to about 57 µM), for the others: at the highest dose activity change, negative = inhibition, usual class: inhibitors; note: % is set by controls: 0 for no effect and ±100 for the full control effect; nearly all actives have a fitted effect of over 55% in size
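qHTS (up to 57 uM final) was run with 24 h compound exposure of reporter cells at 37 °C. Each well was multiplexed: SteadyGlo luminescence measured ATXN2-luciferase expression after a fluorogenic Gly-Phe-AFC viability readout (25 uM final).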
Nrf2 inh – Nrf2 pathway inhibition. A549 ARE-Fluc reporter, luciferase luminescence, 18-24 h. AID 504444. Potency, µM (series often up to 46 µM), without a hit: at the top dose activity change, negative = inhibition, actives largely listed as inhibitors. 360,000 tested, 2.1% active; note: % is set by controls: 0 for no effect and ±100 for the full control effect; nearly all actives have a fitted effect of over 60% in size
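Concentration-response testing used A549 ARE_Fluc cells at 5000 cells/well. Following an 18-24 h compound incubation, viability was read by fluorescence (Ex 405/Em 525) and luciferase output by luminescence.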
A549 viability – kills or reduces viability of A549 cells in Nrf2 counter-screen; Potency, µM (top dose mostly 46 µM), for inactives: at the highest dose activity change, negative = cytotoxicity, usual class: inhibitors; A549 ARE-Fluc cells, CellTiter-Fluor viability, 18-24 h; 390,000 tested, 0.16% active; AID 504648; note: % is set by controls: 0 for no effect and ±100 for the full control effect
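Cytotoxicity counterscreen: CellTiter-Fluor fluorescence was measured in A549 ARE_Fluc cells after 18-24 h of compound exposure in a concentration series. The subsequent BugLite luminescent read reports ARE-luciferase activity.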
* hit, by the source's call; [ ] = dose if it differs, or a comment. Calls come from the whole dose curve; as a rule, active = well fitted curve in the direction sought with a large enough effect; inconclusive = small, poorly fitted or top-dose-only effect, or another doubt; inactive = no such curve, though single readings can be large; an effect the other way counts as inactive or inconclusive. Potency is the fitted concentration of half-maximal effect.

What do the screens show for `CC(=O)c1ccc(N(C(=O)Cn2nnc(-c3ccccc3)n2)C(C(=O)NC2CCCCC2)c2ccccn2)cc1` (configuration not stated)?
EPAC2 antag: -1.9%; MCF10A rerep: 4.6%; Nrf2 ARE act: -0.1%; TGFb inhibitor: -3.1%; HepG2 viability: 7.4%; S2 tox: inactive; ATXN2 expr inh: -3.4%; Nrf2 inh: -5.7%; A549 viability: 1.9%

How did COc1cc(/C=C(\C#N)C(=O)Nc2cccc3ncccc23)cc(OC)c1OC do in these assays?
EPAC2 antag: -8.7%; MCF10A rerep: 3.5%; Nrf2 ARE act: 3.9%; TGFb inhibitor: -16.0%; HepG2 viability: -24.0%; S2 tox: inactive; ATXN2 expr inh: 0.0%; Nrf2 inh: 21.4%; A549 viability: 1.8%

Results for Cn1cnnc1SCC(C)(C)NS(=O)(=O)c1ccc(Cl)cc1 ?
EPAC2 antag: 2.9%; MCF10A rerep: 14.5%; Nrf2 ARE act: 2.6%; TGFb inhibitor: -2.2%; HepG2 viability: -2.1%; S2 tox: inactive; ATXN2 expr inh: -14.6%; Nrf2 inh: 6.2%; A549 viability: -0.5%

Results for CCCCOC(=O)c1c(C)oc2c1cc(NS(=O)(=O)c1cc(OC)ccc1OC)c1ccccc12 ?
Nrf2 ARE act: 6.0%; TGFb inhibitor: inconclusive; HepG2 viability: -9.3%; S2 tox: inactive; ATXN2 expr inh: 8.5%; Nrf2 inh: 4.9%; A549 viability: -0.4%

How did Cc1cccc(NC(=O)c2cc(NC(=O)C3CCCCC3C(=O)O)ccc2N2CCOCC2)c1 (configuration not stated) do in these assays?
EPAC2 antag: -1.5%; MCF10A rerep: -1.2%; Nrf2 ARE act: -0.2%; TGFb inhibitor: 0.0%; HepG2 viability: -33.5%; S2 tox: inactive; ATXN2 expr inh: -12.0%; Nrf2 inh: -18.1%; A549 viability: -1.6%

What do the screens show for `CCC(C(=O)NC1CCCC1)N(C(=O)Cn1nnc(-c2ccc(C)o2)n1)c1cnc2ccccc2c1` (configuration not stated)?
EPAC2 antag: 7.4%; MCF10A rerep: inconclusive; Nrf2 ARE act: -0.9%; TGFb inhibitor: 1.8%; HepG2 viability: -3.0%; S2 tox: inconclusive; ATXN2 expr inh: -27.0%; Nrf2 inh: -21.6%; A549 viability: -9.8%

Results for Cc1ccc(NCc2nc3ccccc3n2C)cc1 ?
EPAC2 antag: -1.2%; MCF10A rerep: -11.9%; Nrf2 ARE act: 5.2%; TGFb inhibitor: -6.3%; HepG2 viability: -4.9%; S2 tox: inactive; ATXN2 expr inh: 70.0%[activator]; A549 viability: -0.9%

What do the screens show for `COc1ccc(OC)c(C2CC(c3c(-c4ccccc4)c4cc(Cl)ccc4[nH]c3=O)=NN2S(C)(=O)=O)c1` (configuration not stated)?
EPAC2 antag: 8.5%; MCF10A rerep: 7.31µM*; Nrf2 ARE act: -0.6%; TGFb inhibitor: 0.3%; HepG2 viability: -0.4%; S2 tox: inactive; ATXN2 expr inh: 0.1%; Nrf2 inh: inconclusive; A549 viability: -4.9%

What do the screens show for `COc1ccc(CN2CC(C(=O)NCCN3CCN(c4ccccc4F)CC3)CC2=O)cc1` (configuration not stated)?
EPAC2 antag: 4.8%; MCF10A rerep: 0.5%; Nrf2 ARE act: -0.3%; TGFb inhibitor: -11.7%; HepG2 viability: -6.7%; S2 tox: inactive; ATXN2 expr inh: -11.1%; Nrf2 inh: -6.0%; A549 viability: -1.7%

What do the screens show for `CC(Sc1nnc(-c2ccc(Cl)cc2)n1N)C(=O)NCC1CCCO1` (configuration not stated)?
EPAC2 antag: -6.8%; MCF10A rerep: 1.0%; Nrf2 ARE act: -0.5%; TGFb inhibitor: inconclusive; HepG2 viability: -3.8%; S2 tox: inactive; ATXN2 expr inh: -3.4%; Nrf2 inh: 0.0%; A549 viability: 0.0%

Results for CCCNC(=O)CN(C)CC(=O)Nc1ccccc1C#N ?
EPAC2 antag: 2.7%; MCF10A rerep: -1.3%; Nrf2 ARE act: 0.1%; TGFb inhibitor: -11.1%; HepG2 viability: -0.2%; S2 tox: inactive; Nrf2 inh: 11.1%; A549 viability: -8.8%

What do the screens show for `CCN(C(=O)CCS(=O)(=O)c1cc2c(cc1C)NC(=O)CO2)c1cccc(C)c1`?
Nrf2 ARE act: -0.4%; TGFb inhibitor: 25.9%; HepG2 viability: -11.8%; S2 tox: inactive; ATXN2 expr inh: -3.4%; Nrf2 inh: 12.0%; A549 viability: 15.0%

What do the screens show for `CC(C)(C)c1cc[n+](-c2[nH]c(=O)sc2/C=N/NC([S-])=Nc2ccccc2)cc1`?
EPAC2 antag: 1.8%; MCF10A rerep: 3.8%; Nrf2 ARE act: 2.6%; TGFb inhibitor: 38.9%[activator]; HepG2 viability: 7.8%; S2 tox: inactive; ATXN2 expr inh: -4.9%; Nrf2 inh: 9.9%; A549 viability: -4.6%

Results for Cc1cccc(C(=O)NCC(=O)OCC(=O)N2CC3(C)CC2CC(C)(C)C3)c1 (configuration not stated) ?
EPAC2 antag: -7.9%; MCF10A rerep: 7.0%; Nrf2 ARE act: 1.9%; TGFb inhibitor: 8.6%; HepG2 viability: 3.9%; S2 tox: inactive; ATXN2 expr inh: 5.5%; Nrf2 inh: 3.4%; A549 viability: -1.3%

What do the screens show for `CCN(CC)c1ccc(/C=N/NC(=O)c2c(Cl)cnn2C)c(O)c1`?
EPAC2 antag: -1.2%; MCF10A rerep: 11.6µM*; Nrf2 ARE act: -0.6%; TGFb inhibitor: -8.0%; HepG2 viability: 0.8%; S2 tox: inconclusive; ATXN2 expr inh: inconclusive; Nrf2 inh: inconclusive; A549 viability: -19.0%

Results for C=CCc1cc2c(oc(=O)c3ccccc32)c(C)c1O ?
EPAC2 antag: 10.9%; MCF10A rerep: -39.9%[inhibitor]; Nrf2 ARE act: 5.6%; TGFb inhibitor: -0.2%; HepG2 viability: 3.0%; S2 tox: inactive; ATXN2 expr inh: 5.5%; Nrf2 inh: 26.5%; A549 viability: -4.9%

How did Cc1ccc(NC(=O)NCCN2CCCCC2)cc1 do in these assays?
EPAC2 antag: 0.1%; MCF10A rerep: -16.4%; Nrf2 ARE act: 0.1%[9.22 µM]; TGFb inhibitor: inconclusive; HepG2 viability: 5.7%; S2 tox: inactive; ATXN2 expr inh: 7.6%; Nrf2 inh: 8.7%; A549 viability: 5.7%

Results for CCOC(=O)C1=CCC2C(=O)N(C)C(=O)C12 (configuration not stated) ?
EPAC2 antag: 4.7%; Nrf2 ARE act: 11.5%; TGFb inhibitor: -8.6%; HepG2 viability: 1.3%; S2 tox: inactive; ATXN2 expr inh: 19.9%

Results for CCCNC(=O)CN(C)S(=O)(=O)c1c(C)cc(C)cc1C ?
EPAC2 antag: -1.0%; MCF10A rerep: 6.8%; Nrf2 ARE act: -0.2%; TGFb inhibitor: 14.5%; HepG2 viability: 0.4%; S2 tox: inactive; ATXN2 expr inh: -7.1%; A549 viability: 4.3%

Results for Cc1ccsc1/C=N/NC(=O)c1c[nH]c2ccccc12 ?
EPAC2 antag: -25.3%; MCF10A rerep: 7.9%; Nrf2 ARE act: 5.6%; TGFb inhibitor: -2.5%; HepG2 viability: -7.8%; S2 tox: inactive; ATXN2 expr inh: 71.8%[activator]; Nrf2 inh: inconclusive; A549 viability: -7.6%

How did OCCNCCOc1ccc(Cl)c(Cl)c1 do in these assays?
EPAC2 antag: -1.0%; MCF10A rerep: 15.2%; Nrf2 ARE act: -0.1%; TGFb inhibitor: -4.7%; HepG2 viability: -7.9%; S2 tox: inactive; ATXN2 expr inh: -15.5%; Nrf2 inh: -2.0%; A549 viability: 0.1%

How did CSc1nc2ccsc2c(=O)n1-c1ccccc1 do in these assays?
EPAC2 antag: 5.7%; MCF10A rerep: -18.6%; Nrf2 ARE act: -0.2%; TGFb inhibitor: -20.3%; HepG2 viability: -10.7%; S2 tox: inactive; ATXN2 expr inh: -4.2%; Nrf2 inh: 0.0%; A549 viability: -2.5%

How did COc1ccc(C(C)=O)cc1CS(=O)(=O)CC(=O)O do in these assays?
EPAC2 antag: -1.2%; MCF10A rerep: 11.0%; Nrf2 ARE act: -0.1%; TGFb inhibitor: 1.2%; HepG2 viability: -30.7%; S2 tox: inconclusive; ATXN2 expr inh: -20.5%; Nrf2 inh: 6.8%; A549 viability: 0.4%

Results for O=C(COc1ccc(Cl)cc1Cl)Nc1ccc2nc3n(c(=O)c2c1)CCCC3 ?
EPAC2 antag: 4.2%; MCF10A rerep: 4.0%; Nrf2 ARE act: 0.4%; TGFb inhibitor: -20.6%; HepG2 viability: -52.8%; S2 tox: inconclusive; ATXN2 expr inh: -34.8%; Nrf2 inh: inconclusive; A549 viability: -12.4%

Results for CCOc1ccccc1CN1CCC(n2nccc2NC(=O)CCCc2ccccc2)CC1 ?
EPAC2 antag: -0.1%; MCF10A rerep: 7.4%; Nrf2 ARE act: 3.2%; TGFb inhibitor: inconclusive; HepG2 viability: -33.8%; S2 tox: inactive; ATXN2 expr inh: -14.4%; Nrf2 inh: -3.5%; A549 viability: 0.7%

What do the screens show for `O=C(Nc1ccc(Cl)c(-c2nc3ccccc3o2)c1)c1ccc(-c2cccc([N+](=O)[O-])c2)o1`?
Nrf2 ARE act: 7.2%; TGFb inhibitor: 6.0%; HepG2 viability: -0.1%; S2 tox: inactive; ATXN2 expr inh: 4.3%; Nrf2 inh: 0.8%; A549 viability: 0.3%

How did O=C(c1ccc([N+](=O)[O-])cc1)N1C=CC(C(F)(F)F)=NCC1 do in these assays?
EPAC2 antag: -5.7%; MCF10A rerep: 0.0%; Nrf2 ARE act: 2.7%; TGFb inhibitor: -0.1%; HepG2 viability: -13.1%; S2 tox: inactive; ATXN2 expr inh: -17.9%; Nrf2 inh: 1.8%; A549 viability: 2.3%

How did Cc1ccc(-c2cc3ccccc3nc2N2CCOCC2)cc1 do in these assays?
EPAC2 antag: inconclusive; MCF10A rerep: inconclusive; Nrf2 ARE act: 2.5%; TGFb inhibitor: -9.4%; HepG2 viability: -6.2%; S2 tox: inactive; ATXN2 expr inh: -2.6%; Nrf2 inh: 22.7%; A549 viability: inconclusive

Some of the compounds tested. The share of hits here may be higher or lower than overall.
